sEH activator = soluble epoxide hydrolase (human) activation. purified human sEH enzymatic activity, activator screen. AID 717. P34913. 91,000 tested, 0.04% active. activation, % at 2 µM; in the data active = activation above about 37%; note: values of inactives mirror those of a sister screen read the other way
Target sequence (P34913 whole entry, looked up): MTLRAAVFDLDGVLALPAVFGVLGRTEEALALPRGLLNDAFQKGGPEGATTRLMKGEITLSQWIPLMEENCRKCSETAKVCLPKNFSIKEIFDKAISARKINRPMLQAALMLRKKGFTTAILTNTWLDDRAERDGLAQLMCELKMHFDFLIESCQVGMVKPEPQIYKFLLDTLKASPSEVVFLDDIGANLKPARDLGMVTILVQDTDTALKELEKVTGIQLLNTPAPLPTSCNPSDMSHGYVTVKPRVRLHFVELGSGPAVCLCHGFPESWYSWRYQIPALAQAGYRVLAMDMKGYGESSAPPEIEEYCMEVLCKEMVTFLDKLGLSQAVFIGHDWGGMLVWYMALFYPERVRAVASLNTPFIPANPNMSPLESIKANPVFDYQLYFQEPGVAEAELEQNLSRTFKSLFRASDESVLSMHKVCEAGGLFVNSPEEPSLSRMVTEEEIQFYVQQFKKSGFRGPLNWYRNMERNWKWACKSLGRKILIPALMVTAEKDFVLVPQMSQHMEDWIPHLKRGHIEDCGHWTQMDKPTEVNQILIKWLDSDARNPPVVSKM
S1P2 ag = S1P2 (human) receptor agonism; AID 729; S1P2-expressing cell line, agonist reporter read-out; activation, % at 4.5 µM; 97,000 tested, 0.46% active; O95136; in the data active = activation above about 16%;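 note: 0% = vehicle low control and 100% = maximal reference agonist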
Target sequence (O95136 whole entry, looked up): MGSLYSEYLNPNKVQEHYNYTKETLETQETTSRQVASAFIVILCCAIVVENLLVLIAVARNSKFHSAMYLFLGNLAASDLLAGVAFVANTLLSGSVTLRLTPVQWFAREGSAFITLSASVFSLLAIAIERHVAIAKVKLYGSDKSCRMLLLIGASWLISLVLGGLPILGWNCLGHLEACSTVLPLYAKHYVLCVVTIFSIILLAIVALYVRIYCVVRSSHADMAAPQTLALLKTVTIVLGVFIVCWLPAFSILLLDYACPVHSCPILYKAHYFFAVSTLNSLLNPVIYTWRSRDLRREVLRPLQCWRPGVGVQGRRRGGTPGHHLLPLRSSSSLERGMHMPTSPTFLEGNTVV
CYP2C19 act = cytochrome P450 2C19 (human) activation; P33261; recombinant CYP2C19, luciferin-H EGE luminescence; hits give high values; 0 = fully inhibited enzyme, 1 = untreated enzyme; activation factor at 5 µM; 96,000 tested, under 10 active;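 active = activation factor of at least 2 at 5 µM in the primary screen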;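 note: 0 = wells with 2.5 mM tranylcypromine and 1 = vehicle-only wells; values of inactives mirror those of a sister screen read the other way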
PostGolgi yeast = growth inhibition of a yeast mutant, post-Golgi transport screen; post-Golgi transport phenotypic cell assay; inhibition, % at 10 µM; 98,000 tested, 0.9% active; AID 739;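 note: yeast cells grown in 1536-well plates; yeast grown about 18 h at 30C before absorbance read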
sEH inh = inhibitors of human soluble epoxide hydrolase. P34913. recombinant human sEH enzymatic activity assay. inhibition, % at 2 µM. 91,000 tested, 0.34% active. AID 707; in the data active = inhibition above about 80%; note: values of inactives mirror those of a sister screen read the other way; many of its hits are not listed in these tables
hDAT+cocaine = changed human dopamine transporter uptake under cocaine IC80 | Q01959 | AID 449768 | B-score at 10 µM | 110,000 tested, 1.3% active | LLC-PK1 hDAT cells, [14C]-dopamine uptake with cocaine IC80; actives deviate in either direction;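 active = Z score or B-score, a plate-position-corrected score, falls beyond the plate's 99.7% confidence bounds, in either direction; inactive = both scores lie inside the 99.7% bounds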;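 note: scored against the spread of the other compound wells on the same plate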
S1P2 antag = blocks the human S1P2 receptor; cell-based S1P2 antagonist assay, inhibition at 5 uM; inhibition, % at 5 µM; 97,000 tested, 0.21% active; AID 736; in the data active = inhibition above about 45%;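 note: CRE beta-lactamase reporter cells expressing human S1P2 stimulated with S1P; 0% = agonist at EC80 alone and 100% = agonist plus reference antagonist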
PostGolgi ctrl = yeast control strain growth, post-Golgi counter-screen; efflux-deficient yeast background strain, growth absorbance A615, 16 h; inhibition, % at 10 µM; 98,000 tested, 5% active; AID 738
CYP2C19 inh = blocks human cytochrome P450 2C19 | P33261 | 96,000 tested, 21% active | CYP2C19 Supersomes, luciferin-H EGE luminescence, 30 min | AID 778 | inhibition, % at 5 µM;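 active = CYP2C19 inhibition above a set limit at 5 µM in the primary screen, cut at about 50% in these data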;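 note: plate controls were negative control wells for no effect and 2.5 mM tranylcypromine positive control for full effect; values of inactives mirror those of a sister screen read the other way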
* marks the source's active call; other numbers are inactive results; x = no result given. Cut-off read from the data, not from the text of the source, unless noted: active = inhibition above about 30%; inactive = the rest.

molecule,S1P2 ag,sEH inh,PostGolgi ctrl,S1P2 antag,PostGolgi yeast,hDAT+cocaine,CYP2C19 act,CYP2C19 inh,sEH activator
CC(Oc1ccc(Cl)cc1Cl)C(=O)NC1CCSC1=O (centres undefined),-7,-13,13,-17,-6,-0.96,0.1,93*,10
Cc1nn(-c2ccccc2)c(C)c1C(=O)OC/C(O)=C(\C#N)c1nc2ccccc2[nH]1,-3,-8,6,-2,13,-7.9*,0.4,62*,7
O=C(NCCO)C1CCN(S(=O)(=O)c2ccc(F)cc2)CC1,-2,-10,6,15,-4,x,1.1,-8,15
CCCSc1nnc(N2C(=O)CC(c3ccsc3)C3=C2CCCC3=O)s1 (centres undefined),-7,3,48*,12,-3,0.37,0.7,31,-4
Cc1cc(C)nc(SCC(=O)Nc2ccc(S(=O)(=O)NC(C)(C)C)cc2)n1,-5,10,8,-4,1,0.72,0.9,13,-12
C=CCNc1nc(SCC=C)nc2ccsc12,1,12,19,-6,4,x,0.6,41,-12
CNc1nc(N(C)C)nc(N(C)C)n1,-4,-8,x,-5,x,-1.2,x,x,8
COCCNC(=O)c1ccc(C)c(S(=O)(=O)Nc2ccc(C)cc2)c1,-3,-13,2,-30,-13,-1.1,0.6,36,13
O=C(Nc1nc(-c2cccs2)cs1)c1ccc(S(=O)(=O)N2CCCC2)cc1,-10,3,26,25,5,0.028,0.6,43,-2
CCOC(=O)c1cn(-c2ccccc2CO)c2c(F)c(F)c(F)cc2c1=O,-6,-17,-5,-1,0,1.1,0.7,30,17
COc1ccc(OC)c2sc(NC(=O)C(C)C)nc12,2,2,18,-5,2,0.67,0.5,46,-3
COc1cc(/C=N/N=C(/N)c2nonc2N)cc(Br)c1OCc1ccccc1C,-4,-6,10,-6,-7,0.69,0.9,12,2
COc1cccc(C2c3c(oc4ccc(Cl)cc4c3=O)C(=O)N2c2cc(C)on2)c1OC (centres undefined),1,1,10,1,-5,0.91,0.7,26,0
CCc1[nH]nc2c1C(c1ccncc1)C(C#N)=C(N)O2 (centres undefined),-5,1,4,13,4,-0.3,0.4,59*,-2
OCCCc1nc2n(n1)C(c1ccccc1)C=C(c1ccccc1)N2 (centres undefined),-9,-3,-7,29,0,0.026,1,-1,7
Cc1ccc(CCN2CC(C(=O)NCc3cccnc3)CC2=O)cc1 (centres undefined),-4,7,x,0,x,-1.6,x,x,-8
O=C(CCCSc1nnc(SCCCC(=O)c2ccc(F)cc2)s1)c1ccc(F)cc1,-4,0,7,-27,-5,0.32,0.4,56*,3
CCOc1ccc(OCC)c(NC(=O)C2CCN(S(=O)(=O)c3cccc4nonc34)CC2)c1,-4,-7,-1,9,-9,-0.47,0.9,12,10
Cc1ccc(/C=c2\sc3n(c2=O)CN(c2cccc(Br)c2)CN=3)o1,-2,-15,4,-2,6,-0.98,1,-4,16
CC12CCC(C(=O)N3CCN(c4ncccn4)CC3)(c3nc4ccccc4nc31)C2(C)C (centres undefined),-5,-16,11,-2,-3,0.59,0.7,32,19
Cc1ccc(C(=O)Nc2ccon2)cc1S(=O)(=O)N1CCOCC1,-6,-3,-2,5,21,-0.25,1.1,-7,1
O=C(NCc1ccccc1Cl)c1cnn2cccnc12,-3,5,9,-29,0,-0.34,0.6,41,-5
CCOC(=O)c1nnn(-c2nonc2N)c1CNc1ccc(C)c(Br)c1,x,x,12,x,-1,-0.22,1.1,-10,x
CCc1ccc(NC(=O)c2cc(C(C)C)on2)cc1,-1,-1,-4,7,-21,-0.48,0.9,8,1
CC(C)=CC(=O)Nc1nnc(-c2ccccc2)s1,-8,0,-3,9,-1,0.22,1,4,0
CCSc1nnc(-c2cccnc2)n1Cc1ccco1,-5,2,-5,-5,-10,0.84,1,0,-1
CCCCN(C(=O)CCC(=O)O)C1CC(=O)N(c2ccc(OCCC)cc2)C1=O (centres undefined),-5,-7,2,0,1,-1.2,1,-4,7
COC(=O)C1CCN(C(=O)/C=C/c2ccc(OC)cc2)CC1,-4,-8,-3,4,-3,-0.077,0.6,40,4
COc1ccccc1Nc1nc(C)cc(=O)[nH]1,8,-4,4,-5,-2,0.34,0.9,7,7
O=P(c1ccccc1)(c1ccccc1)C(O)c1ccncc1 (centres undefined),0,x,9,-1,4,-0.49,0.7,27,x
OCCNc1nc(C2CC2)nc2c1nnn2Cc1ccccc1Cl,x,x,2,x,-10,-0.46,0.2,82*,x
COc1ccc(CC(=O)N2CCN(c3ccccn3)CC2)cc1OC,-7,6,20,-1,5,0.86,0.5,52*,-6
Cc1ccc(SC(c2ccccc2)C(Cn2cncn2)C(=O)c2ccccc2)cc1 (centres undefined),-5,5,5,3,5,-0.059,0,99*,-3
COc1ccc(OC)c(S(=O)(=O)N2CCCC(C)C2)c1 (centres undefined),0,2,x,-3,x,-0.91,x,x,-1
CCOC(=O)N1CCC(NC(=O)CCCN2C(=O)CSc3ncccc32)CC1,x,x,-2,x,13,-0.2,0.9,12,x
COc1ccc(C(=O)CC(Nc2ccc([N+](=O)[O-])cc2)c2ccc(Cl)cc2)cc1 (centres undefined),-12,-11,15,-8,-9,-0.47,0.3,67*,11
CCCCCn1c(=O)[nH]c2cc(C(=O)NCc3ccc4c(c3)OCO4)ccc2c1=O,-10,x,0,-13,3,-0.083,0.6,44,x
CCOC(=O)c1c(CN2CCOCC2)n(-c2ccccc2)c2cc(Br)c(O)cc12,-3,0,41*,8,6,2.5,0.4,57*,0
COc1ccc(C(=O)NCc2nnc(SCC(=O)N3CCc4ccccc43)o2)cc1OC,-6,0,-1,22,10,0.56,1,4,2
Cc1sc2nnn(CC(=O)N3CCN(C(=O)c4ccco4)CC3)c(=O)c2c1C,-1,-6,x,10,x,0.16,x,x,4

2 entries from above in another layout.
Value order – S1P2 ag	sEH inh	PostGolgi ctrl	S1P2 antag	PostGolgi yeast	hDAT+cocaine	CYP2C19 act	CYP2C19 inh	sEH activator
CCOC(=O)N1CCC(NC(=O)CCCN2C(=O)CSc3ncccc32)CC1
 : x	x	-2	x	13	-0.2	0.9	12	x
COc1ccc(C(=O)CC(Nc2ccc([N+](=O)[O-])cc2)c2ccc(Cl)cc2)cc1 (centres undefined)
 : -12	-11	15	-8	-9	-0.47	0.3	67*	11

Single records, as listed above. Screens in order: S1P2 ag, sEH inh, PostGolgi ctrl, S1P2 antag, PostGolgi yeast, hDAT+cocaine, CYP2C19 act, CYP2C19 inh, sEH activator
Listed for `OCCCc1nc2n(n1)C(c1ccccc1)C=C(c1ccccc1)N2` (centres undefined) → -9, -3, -7, 29, 0, 0.026, 1, -1, 7
Listed for `CCCCN(C(=O)CCC(=O)O)C1CC(=O)N(c2ccc(OCCC)cc2)C1=O` (centres undefined) → -5, -7, 2, 0, 1, -1.2, 1, -4, 7
Listed for `CCCCCn1c(=O)[nH]c2cc(C(=O)NCc3ccc4c(c3)OCO4)ccc2c1=O` → -10, x, 0, -13, 3, -0.083, 0.6, 44, x
Listed for `COc1ccc(CC(=O)N2CCN(c3ccccn3)CC2)cc1OC` → -7, 6, 20, -1, 5, 0.86, 0.5, 52*, -6
Listed for `COc1ccc(OC)c2sc(NC(=O)C(C)C)nc12` → 2, 2, 18, -5, 2, 0.67, 0.5, 46, -3

(cont.)
molecule,S1P2 ag,sEH inh,PostGolgi ctrl,S1P2 antag,PostGolgi yeast,hDAT+cocaine,CYP2C19 act,CYP2C19 inh,sEH activator
CCCN1CCN(C(=O)c2cccc3c2C(=O)N(CCOC)C3)CC1,-4,8,-9,-14,-1,-0.64,1.1,-12,-5
Cc1cc2ncn(S(=O)(=O)N3CCCCC3)c2cc1C,-6,-20,9,3,-6,-0.75,0.8,25,18
COc1ccc2[nH]c(=O)c(CNC3CCCCC3)cc2c1,-2,2,-1,6,-2,0.033,0.9,14,-1
CC1CCN(C(=O)CSc2nnc(Cc3cccn3C)n2CCc2ccccc2)CC1,x,x,2,x,3,1.4,0.6,44,x
O=C(CSc1nc2ccccc2[nH]1)Nc1ccc(F)c(F)c1,-1,-2,5,-22,28,-0.33,0.4,56*,4
FC(F)(F)c1cnc(Oc2ccccc2-c2nnc(-c3ccc(Cl)cc3)o2)c(Cl)c1,1,-7,12,-22,0,-0.059,0.3,66*,8
Cc1cc(NC(=O)CSc2nc(-c3ccco3)cc(C(F)(F)F)n2)n(-c2ccccc2)n1,6,13,x,-55,x,1.9,x,x,-11
N#Cc1cc(-c2ccccc2)nnc1Oc1ccccc1,-5,9,1,-10,-6,-0.22,0.8,16,-9
Cc1ccc(CCNC(=O)C2CCCN(c3nc4ccccc4o3)C2)cc1 (centres undefined),-2,x,5,-2,21,-0.059,0.4,61*,x
CCn1c(=O)cc(OCC(=O)NC2CCCCC2)c2ccccc21,-4,52,-2,8,-4,-0.2,0.5,49,-52
Cc1cc(Nc2ccc(Cl)cc2)n2nnnc2n1,x,x,11,x,13,x,0.9,7,x
O=C(O)CC(NCc1ccco1)C(=O)OCCc1ccccc1 (centres undefined),-8,-11,13,17,-1,-0.077,1.2,-17,9
CC(C)OP(=O)(c1ccc(N(C)C)cc1)C(O)c1ccccc1F (centres undefined),-5,-2,x,-1,x,0.27,x,x,3
CCN1CCN(c2nc3c(c(=O)[nH]c(=O)n3C)n2CCSc2nc3ccccc3s2)CC1,-2,2,0,8,-3,0.14,0.9,7,-1
COCCn1c(N2CCN(c3ccc(OC)cc3)CC2)nc2c1c(=O)n(C)c(=O)n2C,-2,4,1,2,3,0.45,1.1,-6,-4
Cc1cccc(C)c1NC(=O)c1ccc(-n2cnnn2)cc1,x,x,-8,x,2,-0.41,0.7,34,x
Cc1nc2c(-c3ccccc3)c(C)nn2c(C)c1CCC(=O)NCc1ccco1,x,x,12,x,3,-0.41,0.5,49,x
CCCn1c(CNc2ccc(Br)cc2)nc2ccccc21,-7,1,71*,20,-4,-0.016,0,98*,1

hDAT+cocaine: what is marked active above.
SMILES,S1P2 ag,sEH inh,S1P2 antag,hDAT+cocaine,CYP2C19 act,CYP2C19 inh,sEH activator
Cc1nn(-c2ccccc2)c(C)c1C(=O)OC/C(O)=C(\C#N)c1nc2ccccc2[nH]1,-3,-8,-2,-7.9*,0.4,62*,7
